Assay outcomes deposited in PubChem by National Center for Advancing Translational Sciences (NCATS).
TDP1 inh – blocks human tyrosyl-DNA phosphodiesterase 1; recombinant TDP1, AlphaScreen DNA substrate cleavage; 0.28% of 350,000 active; Potency, µM (series often up to 130 µM), inactives show at the highest dose activity change, negative = inhibition, most hits filed as inhibitors; AID 485290; active = well fitted inhibition curve with a large enough effect; inconclusive = small, poorly fitted or top-dose-only effect; inactive = no such curve, though single readings can be large or run the other way; also: nearly all actives have a fitted effect of over 40% in size
Target sequence (Q9NUW8 whole entry, looked up): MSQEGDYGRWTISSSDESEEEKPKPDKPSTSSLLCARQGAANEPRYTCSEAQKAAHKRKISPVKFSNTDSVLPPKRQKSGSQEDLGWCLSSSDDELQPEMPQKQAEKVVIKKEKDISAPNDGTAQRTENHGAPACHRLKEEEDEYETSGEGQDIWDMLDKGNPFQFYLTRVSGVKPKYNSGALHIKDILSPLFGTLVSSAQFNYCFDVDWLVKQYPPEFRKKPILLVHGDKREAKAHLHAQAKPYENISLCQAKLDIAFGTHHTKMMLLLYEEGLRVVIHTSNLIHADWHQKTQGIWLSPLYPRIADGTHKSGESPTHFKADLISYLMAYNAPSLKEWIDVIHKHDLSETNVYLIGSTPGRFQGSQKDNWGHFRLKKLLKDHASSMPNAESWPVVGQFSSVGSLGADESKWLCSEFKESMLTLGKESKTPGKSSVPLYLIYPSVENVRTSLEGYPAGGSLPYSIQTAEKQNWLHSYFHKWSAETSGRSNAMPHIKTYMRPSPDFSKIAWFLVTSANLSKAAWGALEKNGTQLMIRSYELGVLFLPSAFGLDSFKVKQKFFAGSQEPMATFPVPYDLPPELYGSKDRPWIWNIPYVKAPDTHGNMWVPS
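Tdp1 1 nM final; 15 min RT w/ cpd; substrate 15 nM, 5 min; beads 10 ug/ml, 10 min; AlphaScreen read. Neg ctrl: no enzyme.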
* hit, by the source's call; ? = inconclusive; & = joins results of further samples; [ ] = dose if it differs, or a comment. % is scaled to controls: 0 for no effect and ±100 for the full control effect; potency is read from the fitted curve at half-maximal effect. These rows are one share of the data. The share of hits here may be higher or lower than overall.

SMILES	TDP1 inh
CC(C)(c1cc(Br)c(OCC(Br)CBr)c(Br)c1)c1cc(Br)c(OCC(Br)CBr)c(Br)c1 (centres undefined)	13%
O=c1nc(/C=C/c2ccc(-c3ccc(F)cc3)o2)cc(C(F)(F)F)[nH]1	5%
CC(C)ON(C(C(=O)NO)C(C)C)S(=O)(=O)c1ccc(-c2ccccc2)cc1 (centres undefined)	11%
CO[C@H]1COC(=O)C/C=C\[C@H](C)[C@@H](OC)COC(=O)[C@H](Cc2ccccc2)NC(=O)C/C=C\[C@@H]1C	7%[21 µM]
CC(=O)Nc1ccc(SCC(Cc2ccccc2)N2CCN(CC(C)C)CCC2=O)cc1 (centres undefined)	0%
COC(=O)C1=C(C)NC(C)=C(C(=O)OCCSc2ccccc2)C1C (centres undefined)	-10%&-10%
Nc1nc(SCC(=O)NCCc2ccccc2)[nH]c(=O)c1-c1ccccc1	0%
CCN(CC)CCC(c1ccc(N(C)C)cc1)c1c(OC)cc(OC)c2c(C)cc(=O)oc12 (centres undefined)	19%
Cc1nc(C(C)Nc2ncnc3ccc(-c4ccc5c(c4)OCO5)cc23)cs1 (centres undefined)	-16%
Cn1ccnc1	-9%[56.1 µM]
C=CCN1C(=Nc2cccnc2)SCC1(O)c1ccc(C)cc1 (centres undefined)	9%
CN1CCN(c2nc3c(c(=O)[nH]c(=O)n3C)n2CCSc2ncccn2)CC1	0%
Cc1ccc(NS(=O)(=O)c2cc3c(cc2/C=C/c2ccccc2)NC(=O)CO3)cc1C	0%
CCOc1ccc(S(=O)(=O)n2nnc3ccccc32)cc1C(C)C	-2%
COc1cc(OC)cc(C(=O)Nc2ccc(S(=O)(=O)Nc3cc(C)nc(C)n3)cc2)c1	7%
CN(C)c1ccc(-c2c(C3C4C=CCCC4(C)C(=O)N3Cc3ccccc3)ccc3ccccc23)cc1 (centres undefined)	11%
CO[C@H]1COC(=O)[C@@H](Cc2ccccc2)NC(=O)[C@@H](C)COC(=O)C/C=C\[C@@H]1C	7%[21 µM]
Cn1cc(/C=N\NC(=O)C2COc3ccccc3O2)c2ccccc21 (centres undefined)	5%
CC(C)C[C@@H](CC(=O)N[C@@H](CCCN)CC(=O)N[C@@H]1CCNC[C@H]1C(=O)N[C@H](CC(=O)N[C@@H](CCC(=O)O)CC(=O)O)Cc1c[nH]c2ccccc12)NC(=O)[C@@H]1CCCC[C@H]1N	4%
CCCCC/C=C\C/C=C\CCCCCCCC(=O)NC(C)C(=O)O (centres undefined)	6%

Reformatted: entries from further up
smiles | TDP1 inh
CC(=O)Nc1ccc(SCC(Cc2ccccc2)N2CCN(CC(C)C)CCC2=O)cc1 (centres undefined) | 0%
COC(=O)C1=C(C)NC(C)=C(C(=O)OCCSc2ccccc2)C1C (centres undefined) | -10%&-10%

Another view of some results above.
CCOc1ccc(S(=O)(=O)n2nnc3ccccc32)cc1C(C)C
  TDP1 inh: -2%
O=c1nc(/C=C/c2ccc(-c3ccc(F)cc3)o2)cc(C(F)(F)F)[nH]1
  TDP1 inh: 5%
COC(=O)C1=C(C)NC(C)=C(C(=O)OCCSc2ccccc2)C1C (centres undefined)
  TDP1 inh: -10%&-10%
COc1cc(OC)cc(C(=O)Nc2ccc(S(=O)(=O)Nc3cc(C)nc(C)n3)cc2)c1
  TDP1 inh: 7%

Further structures follow:
SMILES	TDP1 inh
O=C(C#Cc1cccc([N+](=O)[O-])c1)c1ccccc1	6%
COc1ccc2c(c1)O[C@H](c1ccc3c(c1)OCO3)[C@@H](OC(=O)NS(=O)(=O)c1ccc(F)cc1)C2=O	1%
Clc1ccc(Sc2cc(Cl)c(Cl)cc2Cl)cc1	12%
COC(=O)NC(c1cccc(C)c1)[C@]1(C(C)=O)CCOC1=O (some centres undefined)	-3%[21 µM]
COc1ccc(CN2C(=O)c3ccccc3NC2c2ccc(OC)c(COc3ccc(NC(C)=O)cc3)c2)cc1 (centres undefined)	0%
O=S(=O)(Nc1c(Br)cc(Br)c2cccnc12)C1CCCCC1	-3%
O=C(OCC1OC(OC(=O)c2cc(O)c(O)c(OC(=O)c3cc(O)c(O)c(O)c3)c2)[C@@H](OC(=O)c2cc(O)c(O)c(OC(=O)c3cc(O)c(O)c(O)c3)c2)C(OC(=O)c2cc(O)c(O)c(OC(=O)c3cc(O)c(O)c(O)c3)c2)C1OC(=O)c1cc(O)c(O)c(OC(=O)c2cc(O)c(O)c(O)c2)c1)c1cc(O)c(O)c(OC(=O)c2cc(O)c(O)c(O)c2)c1 (some centres undefined)	24%[56.1 µM]
Nc1c(C(=O)c2ccccc2O)cnn1-c1ccc(S(=O)(=O)N2CCOCC2)cc1[N+](=O)[O-]	6%
COc1ccc(CC(=O)Nc2sc3c(c2C(=O)Nc2c(C)cccc2C)CCCCC3)cc1	1%
COc1ccc(OC2C(O)COC2/C=C/C#Cc2ccc(F)cc2F)cc1 (centres undefined)	4%&9%[21 µM]
C[C@@H](C(=O)Nc1ccc2ccccc2c1)[C@@H]1C[C@@]1(C)[C@@H](NC(=O)Oc1ccc(F)cc1)c1ccccc1	4%
CC1=C(/C=C/C(C)=C/C=C/C(C)=C/C=C/C=C(C)/C=C/C=C(C)/C=C/C(=O)[C@]2(C)C[C@@H](O)CC2(C)C)C(C)(C)C[C@H](O)C1	9%
N#CC1=C(N)OC2=C(CC/C2=C\c2ccc(F)cc2)C1c1ccc(F)cc1 (centres undefined)	-3%
Cc1[nH]n(-c2ccccc2)c(=O)c1C=NCc1ccco1	5%
COc1ccc(C2/C=C\CC(NC(=O)OCC3c4ccccc4-c4ccccc43)CC(=O)N2Cc2cccc(F)c2)cc1 (centres undefined)	3%[96 µM]
CCCn1c(C)nc2c(Nc3ccccc3)nc(C)nc21	7%
CC1(C)Cc2c(sc3nc(=S)[nH]c(N)c23)CO1	-2%
COc1ccccc1CCNC(=O)c1cc(-c2ccccn2)nc2ccc(Br)cc12	5%
O=C(c1ccccc1)c1c[nH]c2cc3c(cc2c1=O)OCO3	-3%
Cc1cccc(N2C(=O)c3ccc(Br)cc3C2=O)n1	1%
COc1ccc(-c2cc(C(F)(F)F)c(C#N)c(SCC(=O)O)n2)cc1OC	-3%
O=C(c1ccc(F)cc1)n1nc(-c2ccc(Cl)cc2)nc1NCc1ccco1	7%
COc1cc2c3cc1OCc1c(O)c(OC)cc4c1C(Cc1ccc(cc1)Oc1cc(ccc1O)CC3N(C)CC2)N(C)CC4 (centres undefined)	9%
NS(=O)(=O)c1ccc(O)c(N2C(=O)c3cccc4c(C(=O)c5ccccc5)ccc(c34)C2=O)c1	8%
COc1ccccc1C(=O)NC1(C(F)(F)F)C(=O)Nc2c1c(=O)[nH]c(=O)n2-c1ccc(F)cc1 (centres undefined)	2%
CC(=O)NC(c1ccco1)c1cc(Cl)c2ccccc2c1O (centres undefined)	4%
COc1ccc(C(=O)Nc2ccc(N3CCN(C(C)=O)CC3)cc2)cc1[N+](=O)[O-]	1%
CCCCNc1nc(C)nc2c1nc(-c1ccccc1)n2CC1CCCN1CC (centres undefined)	6%
CC(=O)c1ccccc1[N+](=O)[O-]	5%
CCc1ccc(C(c2ccccc2)c2c(C)[nH]c3ccccc23)s1 (centres undefined)	-3%
C[C@@](Cc1ccccc1)(C(=O)O)N1C(=O)c2ccc(C(=O)O)cc2C1=O	8%
Cc1ccc(C(C)(C)C)cc1	14%
Nc1cc(=O)[nH]c(SCC(=O)Nc2nc3ccc([N+](=O)[O-])cc3s2)n1	-4%
O=C(O)CN(CC(=O)O)Cc1cc2c(-c3ccccc3C(=O)O)c3cc(CN(CC(=O)O)CC(=O)O)c(=O)cc-3oc2cc1O	?
CS(=O)(=O)C1=NSC2=NC(=O)/C(=C\c3ccc(OC(=O)c4ccco4)cc3)C(=N)N21	-21%
Cc1ccc(-c2csc3nc4c5ccccc5c(NCCCN5CCOCC5)nn4c(=O)c23)cc1	2%
CCN(CCCCO)c1nc(C)nc2c1c(C)c(C)n2-c1c(C)cc(C)cc1C	22%
O=C(/C=C\c1ccc2c(c1)OCO2)c1ccc(F)cc1	4%[21 µM]
COC(=O)N[C@@H](/C=C/c1ccccc1)C[N+](=O)[O-]	5%
CCOC(=O)N/N=C1/C[C@@H](O)[C@@H](O)[C@@H]2[C@@H]3C(=O)N(c4cccc(Oc5ccccc5)c4)C(=O)[C@H]3CC[C@H]12	8%[21 µM]
COCCCn1c2nc3ccccc3nc2c2c(=O)n(Cc3ccc(Cl)cc3)c(C)nc21	2%
COc1nc(N=C(N)N)nc2ccc(C)cc12	5%
COc1ccc(C)c2sc(NNC(=O)COc3ccccc3)nc12	2%
COc1cc(OC)cc(-c2nnc3n2N=C(c2ccccc2OC)CS3)c1	17%
CCCCN1CCC(n2c(=O)[nH]c3ccccc32)CC1	-3%
CCN(CC)C(C)C#CCC(c1ccccc1)c1ccccc1 (centres undefined)	2%
Cc1ccc(CSc2nnc([C@@H](N)C(C)C)o2)cc1	7%
Cc1ccc2cc(C)c3nnc(SCC(=O)Nc4nc5c(s4)CCCC5)n3c2c1	0%
CCCCC/C=C\C/C=C\C/C=C\C/C=C\CCCCCC(=O)NC(C)C(=O)O (centres undefined)	9%
Cc1cc2c(s1)c1cnn(Cc3cccc(F)c3F)c(=O)c1n2C	-4%
COCc1cc(C)nc(N/N=C/c2ccc(-c3cc(C(=O)O)ccc3Cl)o2)c1C#N	-2%
C=CCN1C(=O)/C(=C/c2ccc(N(C)C)cc2)S/C1=N\c1nnc(CC)s1	2%
C[C@@](Cc1ccccc1)(NC(=O)CN)c1ccccc1	6%
Cc1cccc(-c2nc(C)c(CCNC(=O)c3cccs3)s2)c1	4%
CCCCCCCCN=C(N)c1ccc(C(=O)OCC2CCCCC2)cc1	9%
CCn1cc(C(=O)Nc2ccc(C(=O)N3CCCC3)cc2)c(=O)c2ccc(C)nc21	2%
Cc1ccc2nsnc2c1S(=O)(=O)Nc1cccc2cccnc12	22%
COC(=O)C1=C(C)NC2=C(C(=O)CCC2)C1c1cccs1 (centres undefined)	2%
Cc1cccc(NC(=O)c2ccc(-n3cnc4cccnc43)cc2)c1C	0%
COc1cccc(C(=O)OCCN(C)C(C)(C)C)c1	-3%

Carrying on.
SMILES	TDP1 inh
Cc1c(P(=S)(c2ccccc2)c2ccccc2)[n+]2ccccc2n1Cc1ccccc1	1%
CC(C)CCNC(=O)NC(=O)Cn1cc(C(F)(F)F)ccc1=O	5%
COc1ccc(NCc2cc3cc4c(cc3n(CC(=O)Nc3ccc(F)cc3)c2=O)OCCO4)cc1	0%
COC(=O)C1=C(C(=O)OC)[C@@H]2N(C)c3ccc(OC)cc3[C@@]23C[C@@H](C(=O)OC)N(S(=O)(=O)c2ccc(C#N)cc2)C3=N1	21%[12.3 µM]
Cc1ccnc(NC(=O)COc2ccccc2[N+](=O)[O-])c1	1%
COCCn1c(-c2cc(OC)c(OC)c(OC)c2)nc2nc3ccccc3nc21	-1%
Cc1cc2cc3c(=O)[nH]c(=O)[nH]c3nc2cc1C	0%
COc1cc([N+](=O)[O-])ccc1NC(=O)CSc1ccccn1	6%
c1cncc(-c2nc3cc(Cc4ccc5oc(-c6cccnc6)nc5c4)ccc3o2)c1	7%
O=C1c2oc3ccc(F)cc3c(=O)c2C(c2ccncc2)N1CCN1CCOCC1 (centres undefined)	-4%
CCn1c(=O)c2[nH]c(-c3ccccc3)nc2n(CC)c1=O	6%[56.1 µM]
O=C1[C@@H]2[C@H]3[C@H](O)[C@H](O)C/C(=N/OCc4ccccc4)[C@@H]3CC[C@H]2C(=O)N1c1ccc(F)cc1F	6%[21 µM]
Cc1cccc(-c2ccc3ncnc(NCc4cccnc4)c3c2)c1	2%
O=C(COC(=O)CNC(=O)C1CCCCC1)Nc1cc(C(F)(F)F)ccc1Cl	0%&4%
COc1ccc(C2Nc3ccccc3C(=O)N2Cc2ccco2)cc1COc1ccc(N)cc1 (centres undefined)	0%
O=C1NC(Cc2ccccc2)c2nc3ccc(F)cc3c(=O)n2-c2ccccc21 (centres undefined)	-1%
COc1ccc(O)c(C(=O)CC(=O)c2ccccc2)c1	-6%
Cc1ccc(-c2nc(C)c(CCNS(=O)(=O)c3ccccc3F)s2)cc1	5%
Cc1ccc(S(=O)(=O)N[C@H]2COC(=O)[C@H](C)COC(=O)[C@H](C)NC(=O)C/C=C\[C@H]2C)cc1	6%[21 µM]
O=C(NCCc1nc2ccccc2n1CCOc1ccc(Cl)cc1)C1CCCCC1	3%
CC[C@@H]1Cn2c(c3nc(-c4ccccc4)nc-3n(C)c2=O)N1	6%
CCOC(=O)N1CCN(/[N+]([O-])=N/Oc2ccc([N+](=O)[O-])cc2[N+](=O)[O-])C(C)C1 (centres undefined)	4%
CCC(=O)[C@@]1(C)[C@H](C)C[C@@H]2[C@@H]3CCC4=CC(=O)C=C[C@@]4(C)[C@H]3[C@H](O)C[C@]21C	5%[56.1 µM]
O[C@@](CCN1CCCCC1)(c1ccccc1)[C@@H]1C[C@H]2C=C[C@@H]1C2	13%[21 µM]
NC(=O)c1ccsc1N	7%
Cc1nc(N2CCOCC2)c2nc(-c3ccccc3)n(CCN3CCCC3)c2n1	9%
CCn1ccc2cc(S(=O)(=O)N3CCCN(C(=O)NCC(C)C)CC3)ccc21	2%
O=C(N/N=C1/C[C@@H](O)[C@@H](O)[C@@H]2[C@H]3C(=O)N(c4ccc(F)cc4F)C(=O)[C@@H]3CC[C@@H]12)OCc1ccccc1	7%[21 µM]
O=Cc1cccc(Br)c1	10%
COC(=O)C1=C(C(=O)OC)[C@@H]2Nc3ccccc3[C@@]23C[C@@H](C(=O)OC)N(S(=O)(=O)c2c(C)noc2C)C3=N1	4%[12.3 µM]
CCc1ccc(NC(=O)CSc2ncc(S(=O)(=O)c3cc(C)ccc3C)c(=O)[nH]2)cc1	3%
C=CC(=O)NC(C)C	4%
